High-throughput results (PubChem)
ELG1 genotoxic = induces genotoxicity in HEK293T cells with luciferase-tagged ELG1; HEK293T ELG1-luciferase reporter, luminescence, 16 h; Potency, µM (top dose mostly 46 µM), for inactives: at the highest dose activity change, positive = activation, actives largely listed as activators; 1.3% of 330,000 active; AID 504466; note: potency is the fitted concentration of half-maximal effect; % of control where 0% means no effect; nearly all actives have a fitted effect of over 60% in size
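HEK293T cells expressing luciferase-tagged ELG1 were exposed to compound or DMSO vehicle for 16 hr at 37 °C and 5% CO2. Luciferase activity was then measured with ONE-Glo after 30 min at room temperature.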
NPC1 prom act = activators of NPC1 promoter; Huh7 NPC1 promoter luciferase reporter, 24 h; Potency, µM (titrated, usually from 9.22 µM), without a hit: at the highest dose activation, usual class: activators; 2.4% of 320,000 active; AID 485313;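 note: potency is the fitted concentration of half-maximal effect; % of control where 0% means no effect; nearly all actives have a fitted effect of over 60% in size; reporter is driven by a mutant NPC1 promoter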
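In 1536-well qHTS, Huh7 cells harboring an NPC1 promoter–luciferase construct received compound for 24 h; activation was quantified by luminescence following luciferase reagent addition.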
FLuc modulator = firefly luciferase modulation, counter-screen for miR-21 project; Potency, µM (doses to about 57.5 µM), for inactives: at the top dose activity change, negative = inhibition, usual class: inhibitors; P08659; purified FLuc, Km substrates, luminescence inhibition; 6.9% of 360,000 active;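 note: potency is the fitted concentration of half-maximal effect; plate controls were vehicle for no effect and reference inhibitor for full effect; nearly all actives have a fitted effect of over 55% in size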
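Purified P. pyralis luciferase, 10 nM final, with Km-level 10 uM D-luciferin and 10 uM ATP in 50 mM Tris acetate pH 7.5, 10 mM Mg acetate, 0.01% Tween-20, 0.05% BSA; 6-point qHTS titration about 60 µM downward; luminescence read.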
KCNH2 3.1 inh = blocks the human KCNH2 3.1 channel isoform; AID 720553; 0.95% of 340,000 active; activity change, % (tested at about 1.8 µM); U2OS KCNH2 3.1, thallium flux FluxOr; active compounds read low;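 active = maximum activity change below -70%; inconclusive = maximum activity change from -70% to -50%; inactive = maximum activity change above -50%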;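 note: thallium influx rate constant from kinetic fluorescence after stimulation buffer; % is set by controls: 0 for no effect and ±100 for the full control effect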
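Steps: virus added to U2OS suspension (4 h, RT, dark); medium with 10% FBS added, cells plated, 37 C overnight; FluxOr/Red40 loading buffer 45 min RT; stimulation buffer, 2 min kinetic read; rate constant normalized.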
RORgamma inh = inhibitors of mouse ROR gamma transcriptional activity | 5.4% of 310,000 active | Drosophila S2 Gal4-RORgamma UAS-luciferase reporter, 20 h | Potency, µM (titrated, usually from 53.6 µM), for inactives: top-dose activity change, negative = inhibition, usual class: inhibitors | AID 2551; note: potency is the fitted concentration of half-maximal effect; % is set by controls: 0 for no effect and ±100 for the full control effect; nearly all actives have a fitted effect of over 60% in size
Target sequence (P51450 whole entry, looked up, the tested form may be a part): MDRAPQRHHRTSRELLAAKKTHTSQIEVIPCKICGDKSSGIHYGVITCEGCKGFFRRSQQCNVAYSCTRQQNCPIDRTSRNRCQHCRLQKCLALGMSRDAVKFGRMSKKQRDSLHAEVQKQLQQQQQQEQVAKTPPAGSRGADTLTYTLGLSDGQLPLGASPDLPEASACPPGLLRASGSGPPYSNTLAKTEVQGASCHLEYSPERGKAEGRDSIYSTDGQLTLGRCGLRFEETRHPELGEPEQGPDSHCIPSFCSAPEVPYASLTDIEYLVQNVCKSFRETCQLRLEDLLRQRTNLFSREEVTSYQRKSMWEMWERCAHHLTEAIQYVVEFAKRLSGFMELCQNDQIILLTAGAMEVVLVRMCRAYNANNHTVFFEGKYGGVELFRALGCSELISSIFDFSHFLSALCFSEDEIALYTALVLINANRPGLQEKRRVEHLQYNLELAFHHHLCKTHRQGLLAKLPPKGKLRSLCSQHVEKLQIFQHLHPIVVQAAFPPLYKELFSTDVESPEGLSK
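Drosophila S2 cells stably expressing Gal4-DBD/mouse RORγ fusion under metallothionein promoter plus UAS-luciferase; compound 1 h, then 700 uM CuSO4 induction for 20 h at ambient temperature; inhibition read as reduced luminescence.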
Tb PFK inh = T. brucei PFK enzyme inhibition | T. brucei PFK, ADP-Glo luminescence | O15648 | 0.17% of 330,000 active | AID 485367 | Potency, µM (series often up to 57.5 µM), inactives show at the top dose activity, negative = inhibition, hits mostly inhibitors;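 note: potency is the fitted concentration of half-maximal effect; 0% = uninhibited 1x PFK enzyme wells and -100% = no-enzyme wells; nearly all actives have a fitted effect of over 60% in size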
Target sequence (O15648 whole entry, looked up): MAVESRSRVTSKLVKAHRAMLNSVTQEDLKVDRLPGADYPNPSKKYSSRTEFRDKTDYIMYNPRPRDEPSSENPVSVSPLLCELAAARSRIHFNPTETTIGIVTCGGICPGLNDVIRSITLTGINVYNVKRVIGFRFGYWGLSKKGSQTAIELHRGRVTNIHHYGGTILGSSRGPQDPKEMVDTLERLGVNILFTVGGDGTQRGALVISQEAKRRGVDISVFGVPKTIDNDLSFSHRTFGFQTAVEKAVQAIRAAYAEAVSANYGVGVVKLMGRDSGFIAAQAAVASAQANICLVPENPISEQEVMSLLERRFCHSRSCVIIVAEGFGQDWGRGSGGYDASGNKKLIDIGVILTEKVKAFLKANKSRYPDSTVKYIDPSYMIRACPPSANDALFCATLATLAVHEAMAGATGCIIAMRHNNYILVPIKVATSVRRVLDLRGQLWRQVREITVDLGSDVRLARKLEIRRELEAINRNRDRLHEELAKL
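Compounds were pin-transferred as a titration series up to 57 uM into substrate buffer (0.5 mM F6P, 0.1 mM ATP, pH 8.0), then 1.25 nM PFK was added and reactions ran 45 min before ADP-Glo detection.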
Giardia killer = Giardia lamblia killing | Giardia lamblia trophozoite viability | activity change, % at 7.66 µM, hits read low | 0.15% of 340,000 active; in the data active = activity change below about -80%; inconclusive = between about -30% and that limit;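 note: parasites exposed to compound for two days anaerobically before the ATP read; % is set by controls: 0 for no effect and ±100 for the full control effect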
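Each well holds 100 Giardia trophozoites and compound. After two days (48 hrs) at 37 deg C in anaerobic conditions, ATP is quantified by luminescence.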
Gal4-VP16 FLuc = Gal4-VP16 reporter inhibition counter-screen. Drosophila S2 Gal4-VP16 UAS-luciferase, luminescence, 20 h. Potency, µM (titrated, usually from 53.6 µM), without a hit: at the top dose activity, negative = inhibition, actives largely listed as inhibitors. 3.5% of 310,000 active;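 note: Gal4-VP16 expression switched on by copper sulfate through the metallothionein promoter; potency is the fitted concentration of half-maximal effect; % is set by controls: 0 for no effect and ±100 for the full control effect; nearly all actives have a fitted effect of over 50% in size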
uPA generation = blocks generation of uPA at the cell surface | AID 540303 | cell surface uPA generation assay, qHTS | Potency, µM (titrated, usually from 38.3 µM), without a hit: at the highest dose activity change, negative = inhibition, actives largely listed as inhibitors | 0.31% of 330,000 active; active = well fitted inhibition curve with a large enough effect; inconclusive = small, poorly fitted or top-dose-only effect; inactive = no such curve, though single readings can be large or run the other way; tested in mouse RAW 264.7 cells; note: potency is the fitted concentration of half-maximal effect; % is set by controls: 0 for no effect and ±100 for the full control effect; nearly all actives have a fitted effect of over 55% in size
Rab9 promoter act = activates the Rab9 promoter. Huh7 Rab9 promoter-luciferase reporter, luminescence, 24 h. Potency, µM (titrated, usually from 9.22 µM), inactives show at the top dose activation, negative = inhibition, usual class: activators. 2.8% of 320,000 active; note: potency is the fitted concentration of half-maximal effect; % of control where 0% means no effect; nearly all actives have a fitted effect of over 60% in size
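Luminescence from Amplite-detected luciferase (10 minutes, ambient) reports Rab9 promoter activation. Before that, stable Rab9-luciferase Huh7 cells (1500/well, reduced-serum OP-MEM I plus 10% FBS) were exposed to compound for 24 hours at 37C.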
FBPA coupling cs = inhibits coupling enzyme system, counter-screen for aldolase hits. coupling enzyme system counterscreen, AmpLite Red fluorescence. activity change, negative = inhibition, % at 58.2 µM, hits read low. 0.67% of 290,000 active. AID 2472; in the data active = activity change below about -30%; note: % is set by controls: 0 for no effect and ±100 for the full control effect
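Fluorescence at 525 nm excitation and 598 nm emission measured inhibition of the coupled detection system without aldolase. Compounds (at 57.5 uM final) were preincubated 10 min at room temperature with coupling enzyme reagent before a 20 min substrate/AmpLite Red step.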
* marks the source's active call; other numbers are inactive results; ? = inconclusive; / = no result given; & = joins results of further samples. Unless noted, calls come from the whole dose curve; as a rule, active = well fitted curve in the direction sought with a large enough effect; inconclusive = small, poorly fitted or top-dose-only effect, or another doubt; inactive = no such curve, though single readings can be large; an effect the other way counts as inactive or inconclusive.

SMILES	ELG1 genotoxic	NPC1 prom act	FLuc modulator	KCNH2 3.1 inh	RORgamma inh	Tb PFK inh	Giardia killer	Gal4-VP16 FLuc	uPA generation	Rab9 promoter act	FBPA coupling cs
COc1ccc(-n2cc(-c3ccccc3)c3c(=S)nc[nH]c32)cc1	6%	-2%	5%	16	0.5µM*	-2%	10	1.1µM*	?	-3%	1
CCC(C)NC(=O)CCNS(=O)(=O)c1ccc(Br)cc1 (stereo not given)	-1%	-2%	-2%	-16	-17%	-7%	-17	0%	/	-7%	-2
CCNC(=S)N1CCC(NC(=O)C2CCCCC2)CC1	0%	-1%	4%	3	9%	1%	-1	-2%	-1%	11%	/
Cc1cc(C)n2nc(SCC(=O)Nc3ccc(O)cc3)nc2n1	7%	0%	0%&-1%	-6	5%	0%	-5	-2%	3%	12%	-1
C[C@H](CO)N1C[C@H](C)[C@@H](CN(C)C)Oc2c(NC(=O)c3ccncc3)cccc2C1=O	4%	/	/	-1	/	-1%	1	/	8%	/	/
Cc1ccc(-n2c(SCC(=O)N3CCOCC3)nc(O)cc2=O)cc1	6%	-6%	-3%	0	-4%	-3%	16	-5%	21%	-1%	/
CC1(C(=O)NC2CCCCC2)CCC(=O)N1Cc1cccs1 (stereo not given)	2%	-1%	0%	-2	23%	-1%	-8	-8%	-1%	-4%	1
CCCCC(=O)NC(=S)Nc1cccc(Cl)c1N1CCCCC1	-3%	-8%	5%	-9	1.6µM*	-4%	-2	5µM*	7%	-4%	2
COc1ccc(-c2nn(C)c(=O)c3ccccc23)cc1NS(C)(=O)=O	?	-3%	11%	-20	-41%	4%	-14	7%	-14%	4%	-4
COc1ccc(N(CC(=O)Nc2ccc(F)c(F)c2)S(=O)(=O)c2c(C)n[nH]c2C)cc1	-1%	-5%	1%	-28	16%	-5%	-14	6%	1%	1%	/
CC(C)OC(=O)C1C(=O)CC(C)(O)C(C(=O)OC(C)C)C1c1cccc(O)c1 (stereo not given)	-4%	-1%	2%	22	-20%	-5%	-21	-5%	/	-4%	9
O=C(CCl)NCCCN(C(=O)C(Cl)Cl)c1ccc([N+](=O)[O-])cc1	-4%	2%	0%	0	-18%	0%	-6	-12%	?	-3%	2
CCOC(=O)c1c(C)n(C)c2ccc(OC(=O)c3ccc([N+](=O)[O-])cc3)cc12	-3%	-2%	2%	-7	-8%	-5%	-6	-8%	-1%	0%	2
CCOC(=O)Cn1cc(C#N)c2ccccc21	0%	-1%	-2%	1	23%	1%	2	3%	-1%	-6%	-2
Cc1cccc(OCCCn2c(=O)sc3ccccc32)c1	?	6%	21µM*	-3	8.9µM*	5%	11	-24%	4%	3.2µM*	-10
CCOC(=O)c1cnc(SCC(=O)Nc2cc(C(F)(F)F)ccc2N2CCOCC2)nc1N	12%	7%	6%	4	-40%	20%	-1	-5%	-5%	1%	2
O=C(Nc1nccs1)c1ccc(N2C(=O)[C@@H]3[C@H](C2=O)[C@H]2C=C[C@@H]3C2)cc1	?	2.5µM*	27µM*	6	25%	3%	17	0%	-3%	3.5µM*	2
CC(=O)c1ccc(NC(=O)C2CCC(C)NC2=O)cc1 (stereo not given)	5%	0%	3%	0	-3%	-1%	-24	12%	6%	10%	3
CN(C)/C=C/C(=O)c1cnc(-c2ccc(Cl)cc2)s1	?	1µM*	2.7µM*	4	45%	1%	19	-8%	0%	0.5µM*	5
CCOC(=O)c1[nH]c2ccccc2c1NC(=O)c1ccc(S(=O)(=O)N2CCCCC2)cc1	7%	-1%	1%	-8	19%	-1%	-6	-1%	-5%	-2%	2
S=C(NN=C1CCCCCC1)Nc1ccc(Cl)cc1	10%	19%	?	3	?	-5%	4	?	-18%	20%	1
Cc1cc(Cl)ccc1OCCCC(=O)N1CCOCC1	?	24%	?	-11	28%	-1%	-11	13%	7%	?	3
C/C=C(/C)C(=O)Nc1cccc(C2=NOC3(C2)C[C@@H](C(N)=O)N(C(=O)C2(C)CC2)C3)c1 (stereo not given in full)	7%	-6%	-1%	4	0%	-8%	-1	-5%	4%	-5%	2
COc1cccc(N(C(=O)Cn2nnc(-c3cccs3)n2)C(C(=O)NC2CCCCC2)c2ccncc2)c1 (stereo not given)	?	-1%	1%	5	?	-2%	-26	-2%	2%	1%	3
CCCCC1=CC2=C(c3ccco3)C(=O)C(C)(OC(=O)c3ccc(OC)cc3)C(=O)C2=CN1CCCCO (stereo not given)	1%	0%	1%	4	?	-5%	17	-1%	6%	-9%	-6&-23

(cont.)
SMILES	ELG1 genotoxic	NPC1 prom act	FLuc modulator	KCNH2 3.1 inh	RORgamma inh	Tb PFK inh	Giardia killer	Gal4-VP16 FLuc	uPA generation	Rab9 promoter act	FBPA coupling cs
COc1ccc(/C=N/NC(=O)c2ccc3c(c2)OCCO3)c(OC)c1	3%	2%	9.5µM*	17	13%	1%	1	1%	0%	1%	1
CC(C)(Oc1ccc(Cl)cc1)C(=O)NCc1ccco1	4%	1%	1%	-16	0%	-8%	-12	?	-2%	6%	0
CCCCCCCC(=O)O	0%	/	/	1	2%&-3%	2%	16	-8%&2%	-5%	/	/
O=C(N/N=C/c1ccc2c(c1)OCO2)c1sc2cccc(Cl)c2c1Cl	2%	-3%	4%	8	?	-4%	2	?	4%	0%	0
Cc1ccc2c(c1)c(-c1csc(N)n1)c(C)n2C	-10%	4%	5%	5	-16%	2%	-2	7%	9%	-2%	-3
O=C(COc1cccc(C(F)(F)F)c1)Nc1ccc2[nH]ncc2c1	-5%	1%	2%	12	15%	-15%	-11	-3%	6%	3%	-1
Cc1cc(NC(=O)CSc2nnnn2-c2ccccc2F)no1	-4%	-3%	0%	-9	1%	0%	-4	8%	3%	-1%	2
CCCCSc1nc(O)c(C2OC(=O)c3c2ccc(OC)c3OC)c(=O)n1C (stereo not given)	3%	1%	5%	19	-3%	1%	8	20%	3%	2%	12
COc1cccc(/C=C2\SC(=S)N(NS(=O)(=O)c3ccc(C)cc3)C2=O)c1OC	0%	-3%	-18%	/	-22%	-2%	/	-9%	/	-1%	9
CC1CCC(NC(=O)COc2ccc(C(=O)c3ccccc3)cc2)CC1 (stereo not given)	-2%	-2%	1%	-1	?	-14%	-8	?	-16%	-5%	4
CCOc1ccc(-n2c(C)c(C(C)=O)c3cc(OCC(N)=O)ccc32)cc1	-1%	-3%	0%	22	19%	1%	6	6%	1%	-5%	0
CCc1ccccc1OCCCCCNCCO	-5%	0%	3%	-11	13%	-3%	-13	-7%	/	-9%	-1
Cc1[nH]c2ccccc2c1CCCO	2%	0%	4%	-13	-15%	-1%	14	0%	2%	0%	-1
CCN(c1ccc(F)cc1)S(=O)(=O)c1cccc2nsnc12	-9%	-2%	0%	-19	-10%	1%	6	12%	9%	-3%	3
Cc1ccc(NC(=S)N(CCN(C)C)C(C)c2ccco2)cc1C (stereo not given)	-2%	-1%	1%	2	19%	0%	-2	?	0%	2%	1
CCOC(=O)C1CN(C(C)(C)C)C(=O)C1=O (stereo not given)	-2%	-3%	1%	22	-13%	0%	15	3%	2%	1%	-7
CC(=O)N1CCN(C(=O)c2ccc(-c3cccc(C(F)(F)F)c3)o2)CC1	3%	-1%	-9%	6	/	-5%	0	/	-22%	-1%	/
CN(c1ccccc1C(=O)NCc1ccco1)S(C)(=O)=O	-2%	-6%	2%	3	-29%	?	5	13%	-1%	-7%	0
Cc1ccc2nc(NC(=O)CNS(=O)(=O)c3ccc(Br)s3)sc2c1	1%	0%	?	10	-30%	0%	5	-4%	/	3%	0
Cc1ccc(C2C(C(=O)c3ccco3)=C(O)C(=O)N2c2nnc(C)s2)cc1 (stereo not given)	4%	0%	-10%	4	-26%	-7%	0	-15%	-4%	6%	1
CCOc1ccc(NC(=O)C(=O)N/N=C/c2ccccc2F)cc1	?	-3%	-3%	-22	1%	-3%	2	-23%	2%	1%	3
CCOc1cc(Br)cc(C(c2c(C(=O)O)[nH]c3ccccc23)c2c(C(=O)O)[nH]c3ccccc23)c1O	-2%	0%	3%	-12	20%	0%	24	-10%	-6%	-2%	12
Cc1cc(NC(=O)c2ccco2)ccc1-n1cnnn1	?	?	21µM*	3	-8%	0%	-1	-5%	-2%	?	/
CC(=O)NS(=O)(=O)c1ccc2c(c1)Cc1cc(S(=O)(=O)NC(C)=O)ccc1-2	0%	-1%	1%	0	-2%	4%	7	1%	1%	0%	-2
CC1=CC(=NOC(=O)c2cccc([N+](=O)[O-])c2)C=C(C)C1=O	13%	7%	-2%	6	?	-1%	-11	?	-11%	-9%	-15

An unsorted share of the library; 14% or so of the library scored in one or more.
